# PolyA inhibitor – blocks polyadenylation in yeast reporter cells. S. cerevisiae SKY197-pL101 polyadenylation reporter, beta-gal luminescence; efflux-impaired pdr1/pdr3 knockout yeast; score 100 = 6 SD above DMSO. calls only at 12 µM. 300,000 tested, 0.02% active. AID 1875;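 active = lowest replicate activity score at least 50, where 100 means six control SD above control mean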;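 note: yeast exposed to compound for 9 h at 30 °C; higher score means more reporter readthrough which indicates perturbed polyadenylation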
# Dyrk1A ADPGlo – Dyrk1A (rat) kinase inhibition. Q63470. ADP-Glo luminescence, NFATc1 peptide. inhibition, % at 12.5 µM. 310,000 tested, 0.43% active. AID 504441; in the data active = inhibition above about 50%;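 note: plate controls were vehicle with enzyme for no effect and no enzyme for full effect; many of its hits are not listed in these tables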
# HSP90 refold inh – blocks HSP90-mediated luciferase refolding in reticulocyte lysate; Rabbit reticulocyte lysate, luciferase refolding luminescence, 3 h; inhibition, % at 5.6 µM; 290,000 tested, 0.91% active; AID 1789;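 active = inhibition above the screen-wide mean plus 3 SD, computed separately per campaign, cut at about 16% in these data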;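 note: 0% = DMSO wells and 100% = 60 µM geldanamycin wells; inhibitors lower the luminescence because luciferase stays unfolded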
# HSF1 activator – increases HSF-1 driven luciferase reporter signal. NIH3T3-HGL HSF-1 luciferase reporter, MG132, 8 h; 100% = twice DMSO control signal. activation, % at 9 µM. 300,000 tested, 1.7% active. AID 504408;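 active = mean replicate activation of at least 50% with a set share of replicates each reaching 50%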;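 note: 0% = median of the neutral control wells and 100% = twice that signal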
# AI-2 QS modul – modulates the Vibrio harveyi AI-2 quorum sensing system. Vibrio harveyi JMH597 AI-2 luminescence/OD600 ratio, 9 h; active compounds read low; strain lacks LuxN and CqsS sensors; 0 = neutral-control median. activity change, % at 7.5 µM. 300,000 tested, 0.4% active; in the data active = activity change below about -75%, passing the limit was not always enough;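 note: luminescence divided by OD600 gain over 9 h not by final OD600 alone; inactives centre near 13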
# HDAC3 inh – inhibitors of human histone deacetylase 3 | recombinant HDAC3, fluorogenic peptide/trypsin coupled, fluorescence | O15379 | inhibition, % at 8.3 µM | 320,000 tested, 0.15% active; in the data active = inhibition above about 26%, passing the limit was not always enough
# GSK3B inh – human GSK3beta kinase inhibition; activity score (negative = inhibition), % at 10 µM; P49841; 300,000 tested, 0.038% active; GST-GSK3beta kinase, ADP-Glo luminescence, 60 min; active compounds read low; AID 2097;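 active = more than half of replicate wells score below -50%, meaning over 50% inhibition versus plate controls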;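 note: 0% = median DMSO wells and -100% = median GW8510 positive control wells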
# Target sequence (P49841 whole entry, looked up): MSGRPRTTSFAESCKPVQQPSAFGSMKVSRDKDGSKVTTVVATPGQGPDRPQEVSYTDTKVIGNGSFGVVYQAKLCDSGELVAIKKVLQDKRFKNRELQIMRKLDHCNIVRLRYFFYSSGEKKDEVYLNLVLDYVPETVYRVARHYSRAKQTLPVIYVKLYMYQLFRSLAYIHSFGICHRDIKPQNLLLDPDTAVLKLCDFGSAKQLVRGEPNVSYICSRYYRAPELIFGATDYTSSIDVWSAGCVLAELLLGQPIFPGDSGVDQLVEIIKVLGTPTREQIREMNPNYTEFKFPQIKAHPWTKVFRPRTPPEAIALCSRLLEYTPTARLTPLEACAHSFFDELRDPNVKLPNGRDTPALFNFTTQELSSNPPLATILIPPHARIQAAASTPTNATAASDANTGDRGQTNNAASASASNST
#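 Assay system: GST-fused GSK3beta enzyme, cell-free / Medium: Tris pH 7.5 buffer with MgCl2, DTT, BSA, heparin / Also added: peptide substrate plus 25 µM ATP (final) / Compound: 10 µM single point / Timing: kinase reaction with compound 60 min at room temperature / Detection: ADP-Glo luminescence / Benchmarks: DMSO neutral wells and GW8510 at 20 µM as positive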
# Platelet DG rel – platelet dense granule release activity; 300,000 tested, 0.22% active; human platelet-rich plasma, SFLLRN dense granule ATP release, luminescence; inhibition, %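 (compounds screened at 7.5 µM in platelet-rich plasma)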;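 active = mean replicate score, as percent of positive control, at or above 50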
# HSF1 inh – HSF1 inhibition | NIH3T3-HGL HSE-luciferase, MG132-induced, luminescence 8 h; active compounds read low | activity change, negative = inhibition, % at 7.5 µM (by protocol) | 300,000 tested, 0.77% active;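 active = more than half of replicate wells show activity change below -50%, luminescence cut by over half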;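 note: luciferase reports HSF-1 transcriptional activity via heat shock element; 0% = median of DMSO wells and -100% = zero luminescence signal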
# GSK3A inh – human GSK-3 alpha kinase inhibition | ADP-Glo luminescence, 60 min | inhibition, % at 10 µM | P49840 | AID 2650 | 320,000 tested, 0.1% active;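 in the data active = inhibition above about 50%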;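 note: GST-tagged GSK-3 alpha with peptide substrate and 25 µM ATP; 0% = DMSO neutral wells and 100% = GW8510 positive control wells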
# Target sequence (P49840 whole entry, looked up): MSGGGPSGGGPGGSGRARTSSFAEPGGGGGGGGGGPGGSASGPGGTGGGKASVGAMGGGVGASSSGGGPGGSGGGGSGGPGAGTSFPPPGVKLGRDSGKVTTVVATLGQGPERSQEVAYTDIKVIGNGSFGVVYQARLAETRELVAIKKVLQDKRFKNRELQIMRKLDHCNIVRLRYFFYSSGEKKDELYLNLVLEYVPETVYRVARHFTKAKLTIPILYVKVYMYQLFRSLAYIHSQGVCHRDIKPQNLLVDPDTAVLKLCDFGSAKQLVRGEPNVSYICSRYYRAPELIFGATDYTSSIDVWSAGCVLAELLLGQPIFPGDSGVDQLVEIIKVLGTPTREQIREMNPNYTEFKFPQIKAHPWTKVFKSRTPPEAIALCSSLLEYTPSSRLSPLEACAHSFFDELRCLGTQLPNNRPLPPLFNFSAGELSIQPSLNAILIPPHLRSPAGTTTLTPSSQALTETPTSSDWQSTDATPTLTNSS
# * marks the source's active call; other numbers are inactive results; i = inactive; x = not tested or not shown.
GSK3A inh	Dyrk1A ADPGlo	HSF1 activator	HSP90 refold inh	PolyA inhibitor	HDAC3 inh	AI-2 QS modul	Platelet DG rel	GSK3B inh	HSF1 inh	SMILES
-2	-2	15	-4	i	-6	4	4	-1	2	CN(CC(=O)Nc1ccccc1Cl)CC(=O)Nc1ccccc1[N+](=O)[O-]
-15	2	2	-2	i	-1	-5	-7	0	2	CC(=O)c1ccc(NC(=O)c2ccc3c(=O)n4c(nc3c2)CCCCC4)cc1
1	5	7	2	i	2	6	-2	0	-2	O=C(Nc1c2c(nn1-c1ccc(Cl)cc1)CS(=O)(=O)C2)c1ccc2c(c1)OCO2
-2	11	-2	-4	i	-4	12	-9	1	-2	COc1ccccc1CC(=O)Nc1ccccc1C(=O)O
-1	x	13	-1	i	x	26	1	4	3	O=C(N/C(=C\c1cn(-c2ccccc2)nc1-c1ccccc1)C(=O)N1CCOCC1)c1ccccc1
-5	4	7	0	i	-3	15	15	-1	-5	COc1ccc(S(=O)(=O)NC(CC(=O)N2CCc3ccccc32)c2ccco2)cc1 (centres undefined)
1	5	7	3	i	-7	27	8	-5	0	COc1cc2[nH]c3c(=O)n(N)c(=O)[nH]c3c2cc1OC
0	-1	-5	-1	i	11	-7	3	0	-5	COc1cccc(Nc2nnc(Cc3cccnc3)c3ccccc23)c1
-1	1	4	-5	i	7	43	1	2	6	CC1Cc2cc(/C(O)=C3/C(=O)C(=O)N(CCCn4ccnc4)C3c3ccc(Br)cc3)ccc2O1 (centres undefined)
2	4	-2	-1	i	-4	17	-4	4	1	COc1ccc(N2CCN(c3nc(Cl)nc(N4CCOCC4)n3)CC2)cc1
-2	1	7	x	i	-1	21	6	0	-4	CCCNc1nc(C)cc(-c2cc(C(=O)Nc3ccccc3)on2)n1
-1	6	12	0	i	-2	33	-5	-3	-7	Cc1nnc(NC(=O)CSc2nnc(CNC(=O)c3ccc(F)cc3)o2)s1
0	-2	2	4	i	-95	17	2	4	-2	COC(=O)c1nc(-c2ccccc2)oc1N(C)C
-1	3	33	0	i	x	15	-2	0	12	CC(C)Oc1cc(C(=O)NC2CCCCC2)c2ccccc2n1
-3	5	18	9	i	4	23	2	1	14	O=S(=O)(c1ccc(-c2nc3ccccc3s2)cc1)N1CCCC1
-4	-2	-5	-3	i	2	3	7	-7	2	COc1ccc(CNC(=O)CN(C(=O)c2cc3sccc3n2C)C2CCCC2)cc1
-3	x	-1	1	i	1	13	-6	0	0	COc1ccc(/C=C/c2c(-c3cccc(C)c3)oc3ccc(-c4ccc5c(c4)OCO5)cc23)cc1
1	14	-2	8	i	4	14	1	5	-9	Fc1ccc(-c2csc3ncnc(N4CCN(c5ccccc5)CC4)c23)cc1
-1	14	-21	-4	i	3	-34	8	-7	-6	Cn1cccc1CC(=O)N/N=C/c1ccc(C(C)(C)C)cc1
-1	-3	-4	4	i	0	28	10	2	0	CC(=O)Nc1nc(Cn2nnc(-c3ccc4c(c3)OCO4)n2)nc(N(C)C)n1
1	-4	24	4	i	-4	-1	2	-2	12	O=C(NC1CCCC1)c1cc(-c2ccc(Cl)c(Cl)c2)on1
-1	2	-2	x	i	4	x	12	x	3	O=C(COC(=O)c1cc([N+](=O)[O-])ccc1N1CCOCC1)Nc1cc(F)ccc1F
3	6	1	-2	x	2	-1	-7	2	-6	NCCCCCc1nnc(SCc2ccc(Cl)c(Cl)c2)o1
-1	-8	-13	3	i	2	12	-7	0	-8	COCCCNC(=O)c1cc(C(=O)c2ccccc2Br)c[nH]1
-1	1	47	6	i	-5	5	-7	-1	28	CCc1ccc(NC(=O)c2onc(C)c2Cl)cc1
-1	-2	16	-1	i	-1	21	-6	-2	15	O=C(CNS(=O)(=O)c1cccc2nsnc12)NC1CCCCC1
-1	x	16	1	i	1	26	1	1	11	CCN(CC)C1CC(=O)N(c2cccc(C)c2)C1=O (centres undefined)
-2	-5	14	-2	i	3	5	0	-5	15	COc1ccccc1C(=O)CSc1ccccn1
-3	6	4	-5	i	1	19	0	2	-5	COc1ccc(CCNC(=O)CSc2nc(O)cc(=O)[nH]2)cc1OC
-4	11	-1	-3	i	0	0	-5	3	5	CCOC(=O)CN1CC23C=CC(O2)C(C(=O)NCc2ccc(F)cc2)C3C1=O (centres undefined)
-1	4	4	12	i	-3	6	5	-2	3	Cc1ccc(C(=O)NCCN2CCNC2=O)cc1
-1	1	1	-6	x	0	37	0	4	-1	CC(Oc1ccc(Br)cc1)c1nc2c3ccccc3nc(=S)n2[nH]1 (centres undefined)
0	13	-5	10	i	-1	17	9	1	3	Cc1ccc(Cl)cc1Nc1nc(-c2sc(NC(=O)c3ccco3)nc2C)cs1
7	-1	17	2	i	-4	9	-5	-3	2	Cc1ncc(C(=O)O)c(C(=O)O)c1N
-2	5	-1	1	i	-6	16	-8	5	5	CC(NC(=O)CCc1nnc(C2CCCCC2)o1)c1ccc(F)cc1 (centres undefined)
-2	-3	4	-1	i	2	5	-8	0	0	CCOc1ccccc1NC(=O)C(=O)NCC1CCCN1CC (centres undefined)
-1	13	38	1	i	0	11	3	0	27	COc1cccc(CNc2nc3ccccc3n2C)c1O
-3	-8	-3	-6	i	0	16	0	2	-5	COC(=O)C1CN(S(=O)(=O)c2ccc(NC(C)=O)cc2)CCS1 (centres undefined)
-2	-3	-8	3	i	6	1	-2	-3	0	COc1ccc(CN2CCN(C(=O)Cn3c(=O)oc4cc(Cl)ccc43)CC2)c(OC)c1OC
3	-4	24	1	i	13	37	-6	2	2	CCCCCN(C(=O)CN(C)Cc1ccc(OC)cc1OC)c1c(N)n(CCCC)c(=O)[nH]c1=O
2	0	-43	1	i	-3	15	1	0	-26	COc1nc(-c2cccs2)cc(-c2ccc(C)cc2)c1C#N
0	-7	-8	14	i	9	28	-32	0	4	C/C(=N\NC(=O)c1nn(C)c(C)c1Br)c1cccc(NC(=O)c2ccc(F)cc2)c1
0	5	-7	-5	i	x	28	1	-1	-10	CCOC(=O)Cn1c(CN2CCc3ccccc3C2)nc2c1c(=O)n(C)c(=O)n2C
-1	-3	-12	2	i	-5	14	0	1	-12	Cc1cccc(N(Cc2nnc3n2CCCCC3)C(=O)Nc2ccccc2)c1
-1	-4	0	-1	i	2	16	5	1	-4	CCCNC(=O)Cn1cccc1C(=O)c1ccccc1
-1	x	12	0	i	2	20	-15	-4	3	CCOc1ccc(S(=O)(=O)N(CC(=O)NC2CCCC2)c2ccc(F)cc2)cc1
-2	-3	1	2	i	2	8	-5	-1	0	COc1ccc(/C=N/N2CCN(c3ccccc3OC)CC2)cc1OC
-2	-3	33	2	i	9	-4	-8	0	15	CCCCSCc1nc2ccccn2c1Br
-1	0	25	2	i	-2	23	-4	3	3	CC1CC(c2ccccc2)n2nc(N3C(=O)c4ccccc4C3=O)nc2N1 (centres undefined)
2	0	10	6	i	7	40	0	-1	4	CCOC(=O)Cc1csc(NC(=O)c2cccnc2)n1
-3	x	-2	-1	i	x	10	-2	-9	1	O=C(NCc1csc2ccc(Cl)cc12)Nc1ccccc1
-1	-1	-3	4	i	-6	40	1	-1	3	CN(C)S(=O)(=O)c1cccc(NC(=O)c2cc3c(=O)n4ccccc4nc3s2)c1
-4	-2	-78	37*	i	6	13	-11	1	-73*	CC(/C=C1\SC(=O)N(CCCC(=O)O)C1=O)=C\c1ccccc1
-1	3	13	-2	i	-6	16	-2	5	0	Cc1ccc(CN2CCN(Cc3cccn3-c3ccccn3)CC2CCO)cc1 (centres undefined)
1	-4	-9	-2	i	-3	14	8	-4	-7	CN1CCCN(C(=O)c2ccc(Cl)s2)CC1
-2	-4	11	-5	i	4	45	-9	-1	-2	CC(=O)c1ccc(N2C(=O)[C@@H]3C(C(=O)CCN4C(=O)c5ccccc5C4=O)=NN[C@@H]3C2=O)cc1
2	0	13	1	i	0	8	x	-5	-5	COc1ccc(CNC(=O)c2cccc3c2C(=O)N(Cc2cccnc2)C3)cc1
-6	-3	31	1	i	5	11	-15	3	3	O=C(Cn1nnc(-c2cccs2)n1)NNC(=O)c1ccccc1Cl
-1	-3	35	0	i	0	1	2	-4	1	Cc1cc(F)ccc1S(=O)(=O)Nc1ccccc1C(=O)NCc1ccccn1
2	2	2	0	i	-13	25	-6	2	-1	O=C(Nc1ccccc1C(=O)N1CCN(Cc2ccccc2)CC1)c1ccc(F)cc1

# Just AI-2 QS modul and PolyA inhibitor (3 entries from above):
smiles | AI-2 QS modul | PolyA inhibitor
O=C(Nc1ccccc1C(=O)N1CCN(Cc2ccccc2)CC1)c1ccc(F)cc1 | 25 | i
O=C(NCc1csc2ccc(Cl)cc12)Nc1ccccc1 | 10 | i
COc1ccc(/C=N/N2CCN(c3ccccc3OC)CC2)cc1OC | 8 | i

# Next section.
GSK3A inh	Dyrk1A ADPGlo	HSF1 activator	HSP90 refold inh	PolyA inhibitor	HDAC3 inh	AI-2 QS modul	Platelet DG rel	GSK3B inh	HSF1 inh	SMILES
-2	3	8	-1	i	-3	-1	-1	-1	4	O=C(OCCN1CCCCC1)c1cccc(F)c1
1	12	6	8	i	-2	16	-3	1	-2	O=C(Nc1ccccc1-c1ccccc1)c1ccc(Br)o1
-2	-2	4	0	i	1	55	-10	1	0	CCc1ccccc1N(C(C)=O)c1nc(CCl)cs1
2	7	15	-1	i	1	8	9	-2	4	O=C(Nc1ccc(OC(F)(F)F)cc1)Nc1cccnc1
2	2	27	0	i	3	2	3	1	1	S=C(NCCN(C1CCCCC1)C1CCCC1)Nc1cccc(Cl)c1
x	7	-28	5	i	x	56	-14	-6	-20	Cc1nn2c(nc(N3CCCCC3)c3ccccc32)c1C=O
-2	2	27	3	i	0	28	6	2	21	CC(NC(N)=O)C(=O)Nc1ccc(Cl)c(S(=O)(=O)Nc2ccc(Cl)cc2)c1 (centres undefined)
1	-3	-6	2	i	5	12	-3	-2	-4	CCOc1cc(NCCN2CCOCC2)c([N+](=O)[O-])cc1OCC
-3	4	30	-3	i	-3	0	-4	2	13	CC1=C/C(=N\NC(=O)c2ccccc2)CC1
10	32	-12	15	i	1	17	41	-11	-2	c1cncc(Nc2nc(-c3cccnc3)cs2)c1
4	-2	0	-1	i	-5	3	-15	1	-6	Cc1ccc(Oc2cc(NC(=O)CCCn3nc([N+](=O)[O-])c(Cl)c3C)cc([N+](=O)[O-])c2)cc1
-2	5	-1	0	i	2	10	-10	1	0	CN(CC(=O)Nc1ccccc1C(=O)N1CCCC1)S(=O)(=O)c1ccc(Cl)cc1
-2	3	44	-1	i	1	19	-2	3	33	CC(C)N(C(=O)CSc1ncnc2sc(-c3ccccc3)cc12)C(C)C

# Source: PubChem (several laboratories)

# These rows are one share of the data. The share of hits here may be higher or lower than overall.
